# Screening data deposited in PubChem by University of Kansas High Throughput Screening Laboratory.
# Pf apPOL block: Pf-apPOL DNA polymerase inhibition; Recombinant Pf-apPOL, molecular beacon fluorescence, 1.5 h; inhibition, % at 10 µM; 210,000 tested, 0.25% active; AID 1794808
# mHTT-CaM PPI inh: mHTT-calmodulin interaction abrogation; P42858; AlphaScreen His-mHTT/GST-CaM binding, luminescence; inhibition, % at 15 µM; 190,000 tested, 3.6% active;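 also: 0% = both proteins with DMSO and 100% = one protein alone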
# Starred values were filed as active, the others as inactive; . = no result given; & = joins results of further samples. Rule as the data show it: active = inhibition above about 50%; inactive = the rest.
# Preview, seven compounds:
SMILES,Pf apPOL block,mHTT-CaM PPI inh
CSc1ccc(CC(=O)Nc2nnc(-c3cc(C)n(C)n3)o2)cc1,-1,28
Cc1ccc(C(=O)Nc2cccn3nc(C4CCC4)nc23)cc1C,2,-8
CC(Sc1nc2ccc(Br)cc2[nH]1)C(=O)O (configuration not stated),0&-11,1&-4
Cn1c(C2CCN(S(=O)(=O)c3ccc(C(F)(F)F)cc3)C2)nc2ccncc21 (configuration not stated),2,-1
Cc1cccc(C2=NC3(CCN(CC(=O)Nc4ccc(Cl)cc4)CC3)NC2=O)c1,5,44
N#Cc1c(NC(=O)CCCN2C(=O)c3ccccc3C2=O)sc2c1CCCC2,7,-4
CCn1c(SC)nnc1-c1nn(C)c2c1CN(C(=O)c1ccccc1C)CC2,-4,-1

# The listing, from the start:
SMILES,Pf apPOL block,mHTT-CaM PPI inh
CSc1ccc(CC(=O)Nc2nnc(-c3cc(C)n(C)n3)o2)cc1,-1,28
Cc1ccc(C(=O)Nc2cccn3nc(C4CCC4)nc23)cc1C,2,-8
CC(Sc1nc2ccc(Br)cc2[nH]1)C(=O)O (configuration not stated),0&-11,1&-4
Cn1c(C2CCN(S(=O)(=O)c3ccc(C(F)(F)F)cc3)C2)nc2ccncc21 (configuration not stated),2,-1
Cc1cccc(C2=NC3(CCN(CC(=O)Nc4ccc(Cl)cc4)CC3)NC2=O)c1,5,44
N#Cc1c(NC(=O)CCCN2C(=O)c3ccccc3C2=O)sc2c1CCCC2,7,-4
CCn1c(SC)nnc1-c1nn(C)c2c1CN(C(=O)c1ccccc1C)CC2,-4,-1
COc1ccc(-c2coc3cc(OCc4ccc(C)cc4)ccc3c2=O)cc1OC,-3,-2
C=CCNC(NC(=O)c1ccc(C(C)(C)C)cc1)C(Cl)(Cl)Cl (configuration not stated),-6,-13
CCCOc1nccnc1NC1CCN(C(=O)c2ccsc2)CC1,-5,5
O=C(CSCc1ccc(Cl)cc1)Nc1cccc(C(=O)O)c1,-10,12
Cc1ccc(NC(=O)N2CCC(n3cnc4c(Cl)cccc4c3=O)CC2)cc1,-3,4
Cc1ccnc(N2CCCC(C(=O)NCc3ccccc3Cl)C2)n1 (configuration not stated),-2,0
CC(C)C(Br)C(=O)Nc1ccc(Oc2ccccc2)cc1 (configuration not stated),-8,-9
CC(NC(=O)NC(=O)c1ccccc1)c1ccccc1 (configuration not stated),3,-1
O=S(=O)(c1cccc(F)c1)N1CCC(CN2CCCCC2)CC1,-1,-7
Cc1c(Br)cc(C(=O)NC(C)(C)CO)c(C)c1C,-13,0
O=C(CSc1nc2ccccc2[nH]1)NCc1ccccc1,7,-8
Cc1ccc(S(=O)(=O)N(CC(=O)NCc2ccncc2)c2cc(C)ccc2C)cc1,-13,14
CC(C)NC(=O)c1ccc(OCC2CCCN(C(=O)Cc3cccc(F)c3)C2)cc1 (configuration not stated),-2,9
CCCc1cc(C2CCCN2C(=O)c2cc(C3CCCCC3)no2)no1 (configuration not stated),-1,-12
CCN(CC)C(=O)c1cc2c(s1)CCC(C(=O)N1CCCCCC1)C2 (configuration not stated),0,8
CCOc1ccc(C(O)=Cc2nc3cc(S(=O)(=O)CC)ccc3oc2=O)cc1,8,25
CCC12CN3CC(CC)(CN(C1)C3c1ccc([N+](=O)[O-])cc1)C2=O (configuration not stated),-5,-6
COCCNC(=O)C1(C)CCC(=O)N1c1cc(Cl)c(OC)cc1OC (configuration not stated),4,-3
O=C(NCc1cccs1)N(CCc1cccs1)Cc1cccnc1,-11,-8
CCOCCCNC(=O)C1CCN(c2nnc3ccccn23)CC1,-3,-10
Cc1ccc(NC(=O)c2cc3c(s2)CN(C2CCCC2)C3)c(C)c1,-2,1
Cc1ccc(-c2nc(C=Nc3ccc(Br)cn3)c(O)o2)cc1,-2,-1
O=C(CN1C(=O)c2ccccc2C1=O)Nc1cccc(F)c1,-9,-2
CC(C)S(=O)(=O)c1cccc(C(=O)Nc2ccc(Br)cc2)c1,-11,-8
O=C(Nc1cccnc1Cl)c1cc(-c2cccc(Cl)c2)on1,2,-3
CCN(CC)CCN1C(=O)C(=O)C(=C(O)c2ccccc2)C1c1cccc([N+](=O)[O-])c1 (configuration not stated),2,-7
CCOc1ccc(-c2nnc3ccc(SCC(=O)Nc4ccc(F)cc4F)nn23)cc1,-1,-8
O=S1(=O)c2ccccc2-c2c(nnn2Cc2ccccc2)CN1C1CC1,-3,-2
COc1cc(OC)cc(C(=O)NCCC2CCN(C(=O)Nc3cccc(Cl)c3)CC2)c1,-3,3
COCCNS(=O)(=O)c1ccc2nc(-c3ccccc3)[nH]c2c1,9,-1
O=C1c2ccccc2NC(c2cc(Cl)cc(Cl)c2O)N1Cc1cccnc1 (configuration not stated),-5,.
CCCCN1CC[C@H]2C=CC[C@@H](C(=O)NCc3cccnc3)[C@H]2C1=O,-4,-4
COc1ccc(CC(=O)NCCC(C)C)cc1,-5,-4
Cc1ccc(-c2nnc(Nc3cccc(O)c3)c3ccccc23)cc1S(=O)(=O)NC(C)(C)CO,2,31
CN(C)Cc1ccc2c(sc3nc4n(c(=O)c32)CCCCC4)c1O,-5,0
O=C(COc1ccc(Cl)cc1Cl)NCC1CCN(C(=O)c2ccccc2F)CC1,-18,14
Cc1cc(C)c(S(=O)(=O)N2CCC(CN3CCCC(C)C3)CC2)cc1C (configuration not stated),-3,-1
Cc1cc(Cl)ccc1S(=O)(=O)Nc1ccc(Cn2cncn2)cc1,-2,8

# 3 entries from above in another layout.
SMILES: CCCCN1CC[C@H]2C=CC[C@@H](C(=O)NCc3cccnc3)[C@H]2C1=O
  Pf apPOL block: -4
  mHTT-CaM PPI inh: -4

SMILES: CCOc1ccc(-c2nnc3ccc(SCC(=O)Nc4ccc(F)cc4F)nn23)cc1
  Pf apPOL block: -1
  mHTT-CaM PPI inh: -8

SMILES: COCCNS(=O)(=O)c1ccc2nc(-c3ccccc3)[nH]c2c1
  Pf apPOL block: 9
  mHTT-CaM PPI inh: -1

# Next structures.
SMILES,Pf apPOL block,mHTT-CaM PPI inh
CCC1C(=O)n2nc(-c3ccccc3)cc2N=C1C (configuration not stated),0,-4
O=C(Nc1cccc(Br)c1)c1cc(=O)c2ccccc2o1,1,-7
CC(=O)Nc1ccccc1NC(=O)COc1ccccc1Cl,-23,1
N#CCC(=O)c1ccc(Cl)cc1,1,14
O=C(CC(C(=O)N1CCc2ccccc21)C(=O)N1CCc2ccccc21)c1ccccc1,2,.
CCOC(=O)COc1ccc2c(-c3cc4cccc(OC)c4oc3=O)cc(=O)oc2c1,-2,-2
CCOc1ccc(CCN2C(=O)CCC2(C)C(=O)NCc2ccccc2)cc1 (configuration not stated),-1,-3
CC(C)COC(=O)CSc1n[nH]c(=O)[nH]c1=O,.,-8
COc1cccc2cc(C(=O)Nc3ccccc3)c(=O)oc12,14,5
N#Cc1ccc(C(=O)N2CCC(Nc3cccnc3)C2)cc1 (configuration not stated),1,1
Cc1cccc(-c2nccc(N3CCN(C(=O)c4ccccc4F)CC3)n2)c1,0,26
O=C(CCOc1ccc(F)cc1)Nc1nccs1,-6,.
COc1ccc(CSc2nncn2C)cc1,1,-9
Cc1ccccc1CNC(=O)C1CCCN(c2cnn(Cc3ccccc3)c(=O)c2)C1 (configuration not stated),-5,16
CCC(=O)NCc1nc2c(n1C)CN(C(=O)c1cccc(Br)c1)CC2,-1,23
Cc1cc(OCC(=O)Nc2cccc(F)c2)nc(N2CCC(C)CC2)n1,0,-19
O=C(Nc1ccccc1O)c1ccc(Cl)cc1Cl,3,-2
COc1ccccc1CC(=O)N1CCC2(CC1)NC(=O)N(Cc1cc(C)ccc1C)C2=O,-4,17
CCOc1ccc(NC(=O)N2CCCC(c3cccc(C(=O)N4CCCCC4)c3)C2)cc1 (configuration not stated),-6,8
COc1cc(/C=C(\C#N)c2nc3ccccc3[nH]2)cc(OC)c1OC,-3,8
CCN1CCN(Cc2c(O)ccc3c2OC(=Cc2ccccc2)C3=O)CC1,-17,7
Cc1ncc(CO)c2cc(C(N)=O)c(=Nc3cccc(Cl)c3)oc12,-1,12
O=C1c2ccccc2C(NCc2cccnc2)N1Cc1cccnc1 (configuration not stated),-1,0
CCOC(=O)C(NC(=O)c1cccnc1)(Nc1ccccc1C(F)(F)F)C(F)(F)F (configuration not stated),-6,.
COc1ccc(-c2ccc(NC(=O)c3cc(Cl)ccc3Cl)cc2)nn1,3,6
COc1ccccc1CNc1ncnc2c1cnn2-c1ccc(C)cc1C,0,15
Cc1cc2c(cc1C)N[C@]1(C[C@H]3CCCC(=O)N4CC[C@@H](C1)[C@@H]34)C(=NC(C)(C)CC(C)(C)C)N2,-4,100*
CN1CCC2(CC1)N=C(c1ccc3c(c1)OCO3)CC(c1cc(Cl)ccc1O)N2 (configuration not stated),-4,16
O=C(Cc1ccccc1)Nc1c(-c2ccccc2)n[nH]c1C1CCOCC1,3,12
Cc1cc(F)c(F)cc1C(=O)Nc1c(F)cccc1F,-3,-5
Cc1ccc(-n2cnc(C(=O)N3CCC(C)CC3)n2)cc1,-5,-1
Cc1cc(C2CCCN2C(=O)Cn2nc(C(F)(F)F)cc2C)on1 (configuration not stated),8,-6
COc1ccc(Oc2c(C)oc3c4c(ccc3c2=O)OCN(CC2CCCO2)C4)cc1 (configuration not stated),4,3
CC(C)C(NC(=O)c1cc2ccccc2cc1O)C(=O)O (configuration not stated),-18,-1
CCN(c1ccc2c(c1)OCO2)S(=O)(=O)c1cc(Br)cc2c1N(C(C)=O)CC2,-5,24
Cc1ccccc1CNC(=O)C1(C)CCCN(C(=O)NCCc2ccccc2)C1 (configuration not stated),0,-9
CCC1c2ccc(C)n2CCN1C(=O)Nc1ccc2c(c1)OCCO2 (configuration not stated),-5,19
COc1ccccc1C1C=C(Nc2ccc(C)cc2)C(=O)N1c1ccc(C)cc1 (configuration not stated),-2,0
COc1ccc(NC(=O)C2CCCN(c3nnc4cccc(C)n34)C2)cc1F (configuration not stated),-3,4
COc1ccc(C(C)=NO)cc1CN1CCCC1,0,.
COc1ccc(C(=O)NNC(=O)CSCCCN2CCN(c3cccc(Cl)c3)CC2)cc1,-2,.
CC(=O)N1CCN(C(=O)C23CC4CCC(CC(C4)C2)C3)CC1,-3,-1
CC(=O)Nc1cc2cc(NC(=O)c3ccc([N+](=O)[O-])cc3)ccc2oc1=O,-6&-8,.
O=C(CC1SC(=Nc2ccccc2)N(c2ccccc2)C1=O)Nc1ccccc1 (configuration not stated),-6,13
Cc1nc(SCCC(=O)O)[nH]c(=O)c1C,0,1
Cc1cc(C=O)c(C)n1-c1cccc(F)c1,-12,24
O=C1c2ccccc2C(=O)c2c([N+](=O)[O-])ccc(Cl)c21,0,8
Cn1cc(C(=O)N2CCCC2)cc(NC(=O)C23CC4CC(CC(C4)C2)C3)c1=O,-2,16
O=C1NN=CC1CCCN=Cc1cc(Cl)cc(Cl)c1O (configuration not stated),8,.
O=C(NCCN1CCOCC1)N(c1ccccc1)c1ccccc1,3,-8
O=c1c2c(n3cnnc3n1Cc1ccccc1)-c1ccccc1CC21CCCC1,-1,2
CCOc1ccc2sc(C=NCCc3ccc(OC)cc3)c(O)c2c1,-5,22
CCC(C(=O)N1CC(=O)Nc2ccc(F)cc2C1c1ccc(F)cc1)c1ccccc1 (configuration not stated),-3,10
Cc1ccsc1-c1nc(C(N)=O)c2[nH]c(=O)n(-c3ccccc3F)c2n1,-2,10
CC1(C)CC(=O)C2=C(C1)N(c1cccc(Cl)c1)C(N)=C(C#N)C2c1ccc2c(c1)OCO2 (configuration not stated),14,-2
COc1cccc(NC(=O)Nc2nnc(-c3ccccc3Cl)s2)c1,-8,-2
COc1ccc(C2=C/C(=C\c3ccc([N+](=O)[O-])cc3)C(=O)O2)cc1,2,-1
CN1CCN(c2ccc([N+](=O)[O-])c(-n3nc(-c4ccc(F)cc4)c4ccccc4c3=O)c2)CC1,4,50
COc1ccc(C(=O)N2CCCC3(C2)Nc2ccccc2NC3=NC(C)(C)C)cc1OC (configuration not stated),2,31
Clc1ccc(C2C=C(c3ccc(-c4ccccc4)cc3)Nc3nnnn32)cc1 (configuration not stated),5,-2
# (next part)
SMILES,Pf apPOL block,mHTT-CaM PPI inh
CS(=O)(=O)c1ccc2nc(NCC3CCCO3)sc2c1 (configuration not stated),-5,-18
O=C(O)c1ccc(Nc2nc(-c3cccnc3)cs2)cc1,-4,-4
CCC(=O)Oc1ccc2c(=O)c(-c3ccc(OC)cc3)c(C)oc2c1,-1,2
CN(C(=O)Cc1c(C(=O)O)[nH]c2ccc(Cl)cc12)c1cccc(C(F)(F)F)c1,-5,11
Cc1c(Cl)cccc1NC(=O)CN1C(=O)C2(OCCCO2)c2ccccc21,-7,8
COc1cc(C=O)cc(Cl)c1OC,-2,2
Cc1ccc(N=c2oc3ccc(Br)cc3cc2C(=O)Nc2nccs2)cc1,4,2
COC(=O)c1ccc(COc2coc(CN3CCN(c4ccc(F)cc4)CC3)cc2=O)o1,6,0
O=c1[nH]c(-c2ccc3c(c2)OCO3)cn1-c1ccc(F)cc1,5,37
Cc1csc(SCc2cc(=O)c(OC(=O)COc3ccc(Cl)cc3)co2)n1,16,41
C=CCN(CC=C)S(=O)(=O)c1ccc(C(=O)Nc2nc3c(s2)CCc2ccccc2-3)cc1,0,2
O=c1nc2s/c(=C\c3ccc(Br)cc3)c(=O)n2nc1Cc1ccccc1,-7,7

# An unsorted share of the library; 3.7% or so of the library scored in one or more.
